Pf Dd2 inh: blocks in vitro growth of P. falciparum Dd2; P. falciparum Dd2 growth, SYBR Green, 72 h; Potency, µM (series often up to 28.9 µM), without a hit: at the highest dose activity, negative = inhibition, most hits filed as inhibitors; actives 4.3% (n = 120,000); AID 1347417; active = well fitted inhibition curve with a large enough effect; inconclusive = small, poorly fitted or top-dose-only effect; inactive = no such curve, though single readings can be large or run the other way;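 also: plate controls were DMSO vehicle for no effect and reference drug for full effect; nearly all actives have a fitted effect of over 65% in size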
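Infected erythrocytes (Dd2, 0.3% parasitemia, 2.5% hematocrit final) are added to compound in RPMI-1640/Albumax II medium, grown 72 h at 37C in low oxygen, then lysed with saponin/Triton-X containing SYBR Green and read by fluorescence.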
* marks the source's active call; other numbers are inactive results; i = inactive; ? = inconclusive; [ ] = remark or other dose. Potency is read from the fitted curve at half-maximal effect. This is a subset; rates above refer to the full screens.

| structure | Pf Dd2 inh |
| --- | --- |
| COC(=O)c1cc(NC(=O)CCc2c(C)nc3c(c(C)nn3C(C)(C)C)c2C)cc(C(=O)OC)c1 | 3% |
| O=C(Nc1ccccc1C(F)(F)F)c1cc2nc(-c3ccccc3)cc(-c3ccccc3)n2n1 | 40%[activator] |
| CC(C)n1cc(CN2CCCN(S(=O)(=O)c3ccccc3)CCC(=O)NCC2)c2ccccc21 | ? |
| Cc1ccc(S(=O)(=O)NC[C@H]2C[C@@H]3CCN2C[C@@H]3CN2CCCCC2)cc1 | -15%[44.1 µM] |
| Cc1ccccc1-c1nc(Cn2ccnc2C(C)C)c(C)o1 | 11µM* |
| C=C(C)CNc1ccc(C(=O)N(CC)Cc2nccn2C)cn1 | 3% |
| Cc1ccc(-n2c(SCC(=O)NCc3ccccc3)nc3n[nH]c(C)c3c2=N)cc1Cl | ? |
| Cc1ccc(NC(=O)Cn2c(=O)oc3cc(S(=O)(=O)N4CCCC4)ccc32)cc1F | i |
| O=C(Nc1cc(Cl)ccc1Cl)c1cc(S(=O)(=O)N2CCCc3ccccc32)ccc1F | ? |
| CCN(C(=O)CCc1nc(-c2ccc(C)cc2)no1)c1cccc(C(F)(F)F)c1 | ? |
| O=C(C1CCCC1)N1CC2(CCN(Cc3ccccn3)C2)Cc2ccccc21 (stereo unspecified) | ? |
| CCCCN(CC)C(=O)c1cc2c(=O)n3ccccc3nc2n1C | 5% |
| CN(C)[C@@H]1CN(C2CCOCC2)CC[C@@H]1CO | 38%[activator] |
| O=C1NC2(CCN(Cc3ccccc3)CC2)COc2ccccc21 | ? |
| O=C1NCCN2CC3(CCN(C(=O)COc4ccc(F)cc4)CC3)CC12 (stereo unspecified) | -2% |
| CN1CC2(CCN(C3CCN(CCc4ccccc4)CC3)C2)OC1=O (stereo unspecified) | -21% |
| COc1ccc(N2C(=O)[C@@H]3[C@@H](CCN3C(=O)C(C)(C)C)N(Cc3ccccc3)C2=O)cc1 | -15%[44.1 µM] |
| CC(=O)N1CCCc2cc(S(=O)(=O)N(C)CC(=O)Nc3ccc(C)cc3C)ccc21 | 23% |
| CCC(C)NC(=O)CN1CN(c2ccccc2)C2(CCN(C(=O)c3ccccc3OC)CC2)C1=O (stereo unspecified) | i |
| C[C@@H]1CN(C(=O)C2(N3C[C@@H](C)O[C@@H](C)C3)Cc3ccccc3C2)C[C@H](C)O1 | -19% |
| CN(Cc1ccc(F)cc1)c1ccc2ncc(Nc3cccc(N[S+](C)(=O)[O-])c3)n2n1 | ? |
| COc1c(F)cccc1CN1CCOc2cc([S+](N)(=O)[O-])ccc2C1 | i |
| CC(=O)NCCC1CCCN(Cc2oc3ccc(C)cc3c2C)C1 (stereo unspecified) | -15% |
| CCO[C@H]1CN(C(=O)CCc2ccc(-c3ccccc3)cc2)C[C@@H]1O | -12% |
| CCOC(=O)N1CCc2c(sc3c2c(=O)n(Cc2ccccc2)c(=O)n3CC(=O)Nc2cccc(CC)c2)C1 | 7.1µM* |
| CSCC(=O)N[C@H]1CCN2C(=O)c3cc(-c4ccc(SC)cc4)ccc3NC(=O)[C@H]12 | i |
| Cc1nc2c(C(=O)NCCc3ccc(Cl)cc3)cnn2c(C)c1Cc1ccc(F)cc1 | -17% |
| CCN(CC)C(=O)C1CCCN(c2ncnc3c2nc2n3CCCCC2)C1 (stereo unspecified) | ? |
| CNC(=O)N1CCc2c(sc3ncnc(NCCCOC)c23)C1 | ? |
| CCCN(Cc1nccn1C)C(=O)CC1C(=O)NCCN1CC1CCCCC1 (stereo unspecified) | -22% |
| CCN1C(=O)CCN(S(=O)(=O)c2ccc3c(c2)CCC3)CC12CCOCC2 | i |
| O=C(Cc1ccccc1Cl)NC1CCN(c2cc(C(F)(F)F)ncn2)CC1 | 179%[activator] |
| COc1ccc(N2C(=O)CSC23CCN(C(=O)Nc2ccccc2)CC3)cc1 | ? |
| O=C(C1CCN(S(=O)(=O)c2ccc(Br)s2)CC1)N1CCN(c2cccc(Cl)c2)CC1 | -5% |
| Cc1cc(C(=O)N2CCC3(CC2)N=C(CC(C)C)NC3=O)n(C)n1 | -7% |
| CC(=O)c1ccc(N2CCN(c3ncnc4onc(C)c34)CC2)cc1 | -26% |
| Cc1ccccc1C(=O)N1CCC2(CCN(Cc3cnc[nH]3)CC2)C(CO)C1 (stereo unspecified) | 6% |
| CCOC(=O)c1cc2c(=O)n3ccccc3nc2n(CCOC)c1=NC(=O)c1cc2ccccc2o1 | i |
| CN(C)c1ccc(CN2CCOC[C@H]2c2nc(C(C)(C)C)co2)cc1 | -14%[44.1 µM] |
| CC(C)CN1C(=O)CO[C@H](c2ccc(NS(=O)(=O)c3cccc(F)c3)cc2)[C@H]1CO | i |
| CS(=O)(=O)N1CCOC(Cn2ccnc2-c2ccc(CO)o2)C1 (stereo unspecified) | -3% |
| O=C1[C@@H]2C[C@@H](CN2C(=O)C2CC2)Oc2ccccc2N1Cc1ccccn1 | 8%[44.1 µM] |
| Cc1ccc(CN2c3ccccc3-c3nc(SCC(=O)NCCc4ccccc4)ncc3S2(=O)=O)cc1 | 47%[activator] |
| COc1ccc(C(=O)N2CCC3(CC2)C(OC)C(=O)N3c2cccc(F)c2)c(OC)c1 (stereo unspecified) | ? |
| COc1ccccc1CNC(=O)C(Cc1ccccc1)NS(=O)(=O)c1ccc2c(c1)oc(=O)n2C (stereo unspecified) | i |
| Cc1c(C(=O)N(C)C)sc2c1c(=O)n(-c1ccccc1C(F)(F)F)c(=O)n2Cc1ccccc1C#N | 7% |
| O=C(CC1CCCCC1)NCc1nnc2c(-c3nc(C4CC4)no3)cccn12 | i |
| O=C(c1ccc2[nH]ccc2c1)N1CCC(Cc2nncn2CC2CC2)C1 (stereo unspecified) | i |
| CCc1noc([C@@H]2CC(F)(F)CN2C(=O)c2ccncc2F)n1 | 24% |
| O=S(=O)(NC[C@H]1Cn2c(-c3ccc(F)cc3)cnc2CO1)c1ccc(Cl)cc1 | ? |

Laid out differently: entries from further up.
Compound: CN(C)[C@@H]1CN(C2CCOCC2)CC[C@@H]1CO
  Pf Dd2 inh = 38%[activator]

Compound: Cc1c(C(=O)N(C)C)sc2c1c(=O)n(-c1ccccc1C(F)(F)F)c(=O)n2Cc1ccccc1C#N
  Pf Dd2 inh = 7%

Compound: COc1c(F)cccc1CN1CCOc2cc([S+](N)(=O)[O-])ccc2C1
  Pf Dd2 inh = i

Compound: CCc1noc([C@@H]2CC(F)(F)CN2C(=O)c2ccncc2F)n1
  Pf Dd2 inh = 24%

Four entries out of the list, ordered by count of non-hydrogen atoms, rising:
| structure | Pf Dd2 inh |
| --- | --- |
| Cc1cc(C(=O)N2CCC3(CC2)N=C(CC(C)C)NC3=O)n(C)n1 | -7% |
| O=S(=O)(NC[C@H]1Cn2c(-c3ccc(F)cc3)cnc2CO1)c1ccc(Cl)cc1 | ? |
| CSCC(=O)N[C@H]1CCN2C(=O)c3cc(-c4ccc(SC)cc4)ccc3NC(=O)[C@H]12 | i |
| Cc1nc2c(C(=O)NCCc3ccc(Cl)cc3)cnn2c(C)c1Cc1ccc(F)cc1 | -17% |

The list continues:
| structure | Pf Dd2 inh |
| --- | --- |
| O=C(CCc1c[nH]c2ccccc12)NC1CCc2n[nH]c(=O)n2CC1 (stereo unspecified) | 1% |
| Cc1noc(-c2ccc(OC3CN(C(=O)NCCc4ccccc4)C3)cc2)n1 | 35%[activator][5.79 µM] |
| COc1ccc(-c2noc([C@@H]3CCCN3C(=O)c3cccc(C)c3)n2)cc1OC | i |
| COc1ccc(NC(=O)CSc2nc3ccccc3n2CC(=O)N2CCCCC2C)cc1 (stereo unspecified) | 63%[activator] |
| O=[S+]([O-])(c1ccc(Br)cc1)c1nnn2c1nc(NC1CCCC1)c1ccccc12 | 2% |
| CNC(=O)[C@H]1C[C@H](Oc2ccccc2)CN1C(=O)CCc1nc2ccccc2s1 | 9% |
| Cc1ccc(NC(=O)CSc2nc3c(c(=O)[nH]2)CN(Cc2ccccc2)CC3)cc1Cl | i |
| COc1cccc(CC(=O)N2CCC3(CC2)N(C)C(=O)CS3(=O)=O)c1 | -4% |
| Cc1cc(C2CCCN2C(=O)C2CCN(C(=O)C3CCCC3)CC2)on1 (stereo unspecified) | -22% |
| CN(Cc1cccc(-n2cccn2)c1)Cc1nc(-c2cccs2)no1 | -14% |
| COC(=O)c1cccc(NC(=O)c2ccc3c(c2)N(C)C2CCCCN2C3=O)c1 (stereo unspecified) | ? |
| COc1ccc(OC)c(C2N=C(N)Nc3nc4ccccc4n32)c1 (stereo unspecified) | -3% |
| O=C(CN1CCN(c2ncccn2)CC1)NCc1ccc2nonc2c1 | 11% |
| CC(C)c1ccc(CNCCSc2nnnn2C)cc1 | ? |
| Nc1ncc(S(=O)(=O)NCc2ccc(F)cc2)cn1 | 21% |
| O=C1Nc2ccccc2C12CN(CC1CCCCC1)C2 | ? |
| COc1cc(OC)cc(C(=O)Nc2cccc(-c3cn4cccnc4n3)c2)c1 | -5% |
| CCCn1c2ccccc2c2cnn(CC(=O)N(CC)c3cc(C)ccc3C)c(=O)c21 | 28% |
| Cc1ccc(NC(=O)c2cc(S(=O)(=O)NC3CCCCC3)ccc2F)cc1Cl | ? |
| O=C(NC1CCN(c2cnn(Cc3ccccc3)c(=O)c2)CC1)C1CCC1 | ? |
| NC(=O)CO[C@@H]1CO[C@H]2[C@@H]1OC[C@@H]2NC(=O)Nc1cccc2ccccc12 | 6%[44.1 µM] |
| O=C(Cc1cccc(F)c1)N1CCC2(CC1)NC(=O)N(c1ccccc1Cl)N2 | -27% |
| Cc1ncc2c(c1CNC(=O)c1ccccc1-c1ncc[nH]1)CCNC2 | -15% |
| COC(=O)[C@@H]1Cc2c([nH]c3ccccc23)[C@H]2C[C@@H](NCCN3CCOCC3)C[C@@H](c3ccc(C(F)(F)F)cc3)N21 | 8.9µM* |
| C#CCN(C)C(=O)C[C@@H]1c2nc(NC(=O)c3ccc(OC)cc3)sc2C[C@@H]2[C@](C)(CO)[C@H](O)CC[C@]21C | ? |
| Cc1nc(C)c(C(=O)NCC(=O)N2CCCCCNC(=O)CC2c2ccccc2)s1 (stereo unspecified) | -12% |
| COc1ccc(CCCc2nnc(SCC(=O)Nc3ccccc3F)o2)cc1C | 49%[activator] |
| O=Cc1ccccc1-c1cccc(Cl)c1 | 23%[44.1 µM] |
| COCCN1CCCCC(CC(=O)Nc2cccc(OC)c2)C1=O (stereo unspecified) | -9% |
| CCS(=O)(=O)N1CCCN(C)c2ccccc21 | -19% |
| O=C([C@@H]1C[C@H](F)CN1C(=O)Cc1ccccc1Cl)N1CCCCC1 | -26% |
| CCCS(=O)(=O)N[C@@H]1CN(Cc2cccnc2)C[C@H]1CN(C)C | 7% |
| Cc1cc(C)n(CC(=O)NCC2(C)CCOCC2)n1 | -23% |
| CCC(=O)Nc1ccccc1-c1nc2ccccc2n(Cc2cccc(Br)c2)c1=O | 1% |
| COc1ccc(-c2cn3c(n2)sc2cc(C(=O)NCc4ccccc4)ccc23)cc1 | 16% |
| CC[C@H]1CN(C(=O)N2CCOCC2)CC[C@H]1CC(=O)Nc1nccs1 | -12%[44.1 µM] |
| CCOc1ccc(CCNC(=O)Cn2nc(C)n3c(cc4occc43)c2=O)cc1OCC | 25% |
| CCC(=O)N1CCC(Oc2ccc(C(=O)N3CCOCC3)cn2)C1 (stereo unspecified) | 31% |
| CCOc1ccccc1C(=O)N1CCN(Cc2ccc(=O)n(C)c2)CC1 | -20% |
| CCC(C)NC(=O)c1cc2c(Cl)nc3ccc(C)cc3c2s1 (stereo unspecified) | ? |
| Cc1ccc(-c2c(C(=O)N(C)Cc3ccccc3)oc(=O)c3ccccc23)cc1 | -12% |
| CCCOC(=O)N1CCCC(c2nccn2CCCN(C)C)C1 (stereo unspecified) | -12% |
| Cc1ccc(Cl)cc1N1CCN(C(=O)c2cnc3c(-c4ccc(F)cc4)c(C)nn3c2C)CC1 | 97%[activator] |
| CN(C)CCC(=O)N1Cc2ccccc2CC2(CCCN2Cc2cccnc2)C1 (stereo unspecified) | ? |
| CC(=O)NCC1Cn2cccc2CN1Cc1ccccc1 (stereo unspecified) | i |
| Cc1ccc(S(=O)(=O)c2nnn(CC(=O)Nc3ccccc3C)c2N)cc1 | i |
| CCOc1ccccc1C1NC(=O)N(CC(=O)Nc2ccc(F)cc2)C2=C1C(=O)OC2 (stereo unspecified) | ? |
| CC(=O)Nc1ccc(S(=O)(=O)Nc2cc(-c3cn4ccccc4n3)ccc2C)cc1 | 13% |
| CC(C)C1=NOC2(CCN(C(=O)c3ccc(C(F)(F)F)cc3)C2)C1 (stereo unspecified) | 14% |
| Cc1ccc(Nc2c(-c3ccc(N4CCOCC4)cc3)nc3ncccn23)c(C)c1 | ? |

Next compounds
| structure | Pf Dd2 inh |
| --- | --- |
| COCC1CN(S(=O)(=O)Cc2cccc(F)c2)CC12CCNCC2 (stereo unspecified) | -22% |
| CCOc1ccccc1NC(=O)N1CCc2cc(S(=O)(=O)N3CCC(C)CC3)ccc21 | ? |
| O=C(c1ccccc1)N1CC2(Cc3ccccc3NC2=O)C1 | 0%[44.1 µM] |
| CC(C)CCN(C)Cc1ccc(F)cc1 | i |
| Cc1nnc([C@H]2CCN(Cc3ccc(C#N)cc3)C2)o1 | -12%[44.1 µM] |
| COc1ccccc1CNC(=O)c1noc(-c2ccc(C)cc2)n1 | i |
| CC(C)CC(=O)Nc1nc2nc(-c3ccccc3)cc(=O)n2[nH]1 | 33%[activator] |
| O=c1c2ccccc2nc(/C=C\c2ccc(F)cc2)n1-c1ccccc1F | i |
| Cc1cc(C(=O)NC(C)c2nc3ccccc3[nH]2)cc(S(N)(=O)=O)c1C (stereo unspecified) | -23% |
| Cc1ccc(N(CC(=O)N[C@H]2C[C@@H]3OCC[C@H]23)S(C)(=O)=O)cc1 | -5% |
| CN(Cc1cccc(C(F)(F)F)c1)C(=O)C1(C)CCOCC1 | 10% |
| O=[N+]([O-])c1ccnc(N2CC3CCC(C2)N3CC(F)(F)F)c1 | 11% |

High-throughput results (PubChem)
